S-ASM inh: Inhibitors of Secretory Acid Sphingomyelinase (S-ASM): qHTS | placental ASM, HMU-PC fluorogenic substrate, 60 min | Potency, µM (series often up to 57.5 µM), for inactives: at the highest dose activity change, negative = inhibition, usual class: inhibitors | 340,000 compounds, 0.006% hits
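Fluorogenic HMU-PC substrate (9 uM final) is turned over by placental ASM in 60 min at 37 C after a 10 min compound preincubation. Reaction ended by alkaline stop (pH 10), with fluorescence read at 386/447 nm.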
BRCA1 expr up: qHTS Assay to Identify Small Molecule Activators of BRCA1 Expression; MCF7-BRCA1-FFLuc reporter, luminescence, 48 h; response scale: scaled: vehicle 0%, 10 µM genistein 100%; Potency, µM (highest dose often 46.1 µM), without a hit: at the top dose activation, usual class: activators; 380,000 compounds, 1.1% hits; AID 624202, 2012; further: nearly all actives have a fitted effect of over 80% in size; some results filed as inactive show a strong effect at the top dose
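Activators of BRCA1 expression were detected as increased firefly luciferase luminescence in engineered MCF7 cells after 48 h compound incubation. Signals were scaled to genistein 10 microM as full activation.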
PTAP TSG101 blk: qHTS Assay for Iinhibitors of HIV-1 Budding by Blocking the Interaction of PTAP/TSG101; Tumor susceptibility gene 101 protein (Homo sapiens), Q99816; Fluorescence polarization, FITC-PTAP peptide / Tsg101 binding; Potency, µM (highest dose often 115 µM), without a hit: at the highest dose activity change, negative = inhibition, hits mostly inhibitors; 340,000 tested, under 10 active; AID 493005, 2010; active means well fitted inhibition curve with a large enough effect in the main read-out, with a control signal flat, not every such curve was filed as active; further: % of control where 0% means no effect
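Steps: Tsg101 binding domain dispensed (10 uM final), compounds pinned in DMSO, FITC-labeled PTAP-motif peptide added (50 nM final); after 20 min binding at room temperature, polarization measured.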
Eya2 phos inh: qHTS Assay for Inhibitors of the Phosphatase Activity of Eya2; Protein phosphatase EYA2 (Homo sapiens), O00167; 330,000 compounds, 0.006% hits; recombinant Eya2, OMFP fluorescence dephosphorylation (OMFP is methylfluorescein phosphate); Potency, µM (doses to about 76.9 µM), for the others: top-dose activity, negative = inhibition, usual class: inhibitors; further: on the % scale 0 is the no-effect control and ±100 the full control effect
Target sequence (O00167 whole entry, looked up): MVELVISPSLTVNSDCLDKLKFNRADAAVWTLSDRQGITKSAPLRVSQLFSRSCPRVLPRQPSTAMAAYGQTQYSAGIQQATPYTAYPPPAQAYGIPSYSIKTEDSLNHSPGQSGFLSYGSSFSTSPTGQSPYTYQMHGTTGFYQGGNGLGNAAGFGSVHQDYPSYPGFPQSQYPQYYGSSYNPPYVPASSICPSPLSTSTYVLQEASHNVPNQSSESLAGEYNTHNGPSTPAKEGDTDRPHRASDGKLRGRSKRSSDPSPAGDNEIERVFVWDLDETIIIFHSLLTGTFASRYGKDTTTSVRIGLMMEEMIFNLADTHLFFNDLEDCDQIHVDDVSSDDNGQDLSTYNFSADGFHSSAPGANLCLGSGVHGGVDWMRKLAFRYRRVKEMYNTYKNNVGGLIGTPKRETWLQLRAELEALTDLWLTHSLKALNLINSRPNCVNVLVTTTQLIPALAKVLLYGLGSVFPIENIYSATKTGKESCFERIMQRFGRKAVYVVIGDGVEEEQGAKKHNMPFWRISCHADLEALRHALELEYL
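Eya2 (0.2 uM) preincubated 10 min at ambient with compound, then OMFP substrate added at 50 uM; 10 min reaction in 50 mM HEPES pH 7.5, 50 mM NaCl, 5 uM MgCl2, 0.05% BSA, 1 mM DTT. Fluorescence read at Ex 485/Em 525 nm.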
uPA generation: qHTS for Inhibitors of Cell Surface uPA Generation | Potency, µM (highest dose often 38.3 µM), inactives show at the highest dose activity change, negative = inhibition, usual class: inhibitors | AID 540303, 2011 | cell surface uPA generation assay, qHTS | 330,000 compounds, 0.31% hits; active means well fitted inhibition curve with a large enough effect; tested in mouse RAW 264.7 cells; further: on the % scale 0 is the no-effect control and ±100 the full control effect; nearly all actives have a fitted effect of over 55% in size
Active calls of the source: *; / = not tested or not shown. Unless noted, the call rests on the fitted dose curve; in most records, active means well fitted curve in the direction sought with a large enough effect; inconclusive means small, poorly fitted or top-dose-only effect, or another doubt; inactive means no such curve, though single readings can be large; an effect the other way counts as inactive or inconclusive. Potency means the concentration at half of the fitted maximal effect.

Below each compound: S-ASM inh, BRCA1 expr up, PTAP TSG101 blk, Eya2 phos inh, uPA generation
[1] CCN(CC)CCn1c(=O)c(Cc2ccc(OC)cc2)nc2ccccc21
  /, /, /, 1.3%, /
[2] C[C@@H](N)C1CCC(C(=O)Nc2ccncc2)CC1 (some centres not stated)
  /, /, /, -21.2%, /
[3] CN(C(=O)CCCOc1ccc2[nH]c(=O)ccc2c1)C1CCCCC1
  /, /, /, -5.0%, /
[4] Cc1[nH]n2c(=O)cc(-c3ccc(Cl)cc3)nc2c1-c1ccccc1
  /, -74.0%, /, /, /
[5] Cc1cc(CC(C)CC(C)(C)C)n(O)c(=O)c1 (configuration not stated)
  /, -65.0%, /, /, /
[6] CCCCCCCCCCCCCCC[C@H](O)[C@H](N)CO
  /, 19.2%, /, -10.0%, /
[7] C=CC1=C(C(=O)O)N2C(=O)[C@@H](NC(=O)/C(=N\O)c3csc(N)n3)[C@H]2SC1 (stereo in doubt)
  -4.1%, 3.5%, -0.1%, /, 7.3%
[8] Cc1cc(Nc2cc(N3CCN(C)CC3)nc(Sc3ccc(NC(=O)C4CC4)cc3)n2)n[nH]1
  -3.0%, -50.2%, -3.2%, /, -69.3%
[9] COc1ccc(C(=O)CC(=O)c2ccc(C(C)(C)C)cc2)cc1
  6.9%, 2.8%, 3.5%, /, 4.3%
[10] COc1ccc(C(=O)NCc2ccc(OCCN(C)C)cc2)cc1OC
  -1.2%, 0.0%, -1.1%, /, 19.2%
[11] CCOc1ccccc1C(N)=O
  1.7%, 13.7%, 0.0%, /, 22.2%

In another format: entries from further up.
# | Molecule | S-ASM inh | BRCA1 expr up | PTAP TSG101 blk | Eya2 phos inh | uPA generation
3 | CN(C(=O)CCCOc1ccc2[nH]c(=O)ccc2c1)C1CCCCC1 | / | / | / | -5.0% | /
4 | Cc1[nH]n2c(=O)cc(-c3ccc(Cl)cc3)nc2c1-c1ccccc1 | / | -74.0% | / | / | /

Shown with one line to a screen: entries from further up
3: CN(C(=O)CCCOc1ccc2[nH]c(=O)ccc2c1)C1CCCCC1
4: Cc1[nH]n2c(=O)cc(-c3ccc(Cl)cc3)nc2c1-c1ccccc1
5: Cc1cc(CC(C)CC(C)(C)C)n(O)c(=O)c1 (configuration not stated)
6: CCCCCCCCCCCCCCC[C@H](O)[C@H](N)CO

| Assay by compound | 3 | 4 | 5 | 6 |
| --- | --- | --- | --- | --- |
| S-ASM inh | / | / | / | / |
| BRCA1 expr up | / | -74.0% | -65.0% | 19.2% |
| PTAP TSG101 blk | / | / | / | / |
| Eya2 phos inh | -5.0% | / | / | -10.0% |
| uPA generation | / | / | / | / |

2 of the compounds above, as tab-separated lines:
No.	smiles	S-ASM inh	BRCA1 expr up	PTAP TSG101 blk	Eya2 phos inh	uPA generation
6	CCCCCCCCCCCCCCC[C@H](O)[C@H](N)CO	/	19.2%	/	-10.0%	/
7	C=CC1=C(C(=O)O)N2C(=O)[C@@H](NC(=O)/C(=N\O)c3csc(N)n3)[C@H]2SC1 (stereo in doubt)	-4.1%	3.5%	-0.1%	/	7.3%

Screens as filed in PubChem BioAssay.

This is a subset. The share of hits here may be higher or lower than overall.
